High-throughput results from PubChem.
Pf growth 48h = P. falciparum growth inhibition at 48 hours (one generation). P. falciparum luciferase growth in erythrocytes, 48 h. Potency, µM (titrated, usually from 28.7 µM), for inactives: at the highest dose activity change, negative = inhibition, most hits filed as inhibitors. actives 5.9% (n = 310,000). AID 504832; note: potency is the fitted concentration of half-maximal effect; % is set by controls: 0 for no effect and ±100 for the full control effect
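Compounds are pin-transferred into medium, infected erythrocytes (2% hematocrit, 0.1% parasitemia final) are added, and plates sit one parasite generation at 37 C in 5% CO2. Detection reagent is then added and luminescence measured.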
FBPA Giardia inh = inhibitors of Giardia lamblia fructose-1,6-bisphosphate aldolase; A8B2U2; purified Giardia FBPA; Potency, µM (doses to about 59.6 µM), for inactives: top-dose activity, negative = inhibition, actives largely listed as inhibitors; actives 0.71% (n = 290,000); AID 2451; note: potency is the fitted concentration of half-maximal effect; % is set by controls: 0 for no effect and ±100 for the full control effect; nearly all actives have a fitted effect of over 55% in size
Target sequence (A8B2U2 whole entry, looked up): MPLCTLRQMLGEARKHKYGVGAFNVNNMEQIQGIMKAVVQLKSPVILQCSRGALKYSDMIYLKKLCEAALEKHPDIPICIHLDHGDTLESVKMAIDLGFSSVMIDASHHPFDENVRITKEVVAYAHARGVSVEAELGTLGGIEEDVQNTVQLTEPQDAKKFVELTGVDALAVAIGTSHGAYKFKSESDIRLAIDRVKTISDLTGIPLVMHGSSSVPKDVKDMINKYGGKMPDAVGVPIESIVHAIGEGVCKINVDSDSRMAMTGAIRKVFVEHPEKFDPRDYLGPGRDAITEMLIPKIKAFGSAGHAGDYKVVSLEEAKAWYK
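Giardia FBPA (40 nM reagent) was preincubated 10 min at RT with compound (up to 57.5 uM final), then substrate plus GAPDH/TPI/NAD/arsenate coupling system with diaphorase/resazurin was added; resorufin fluorescence (525/598 nm) was read after 20 min.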
CHX counter = counter-screen hit for Shiga toxin inhibitors, cycloheximide; cell reporter, cycloheximide protein synthesis inhibition counterscreen; max response, %; actives 12% (n = 300,000); AID 2314; in the data active = max response mostly above about 13%, no sharp cut-off; inactive = mostly below about 14%; note: read at 38.3 µM for the half of the compounds with a filed dose; 0% is about no effect
Pf growth 96h = inhibits malaria parasite growth, 96 h. P. falciparum luciferase reporter growth, 96 h. Potency, µM (doses to about 28.7 µM), for the others: top-dose activity change, negative = inhibition, most hits filed as inhibitors. actives 6.9% (n = 320,000); note: potency is the fitted concentration of half-maximal effect; % is set by controls: 0 for no effect and ±100 for the full control effect
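Parasite growth measured via integrated firefly luciferase reporter in P. falciparum. Infected erythrocytes at 2% hematocrit, 0.05% parasitemia final were treated 96 hours at 37 C under 5% CO2, and luminescence was read.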
Shiga inhibitor = blocks Shiga toxin action in Vero cells; Vero cells, Shiga toxin protein synthesis inhibition reporter; inhibition, % at 38.7 µM; AID 2315; actives 9.2% (n = 290,000); in the data active = inhibition mostly above about 28%, no sharp cut-off; inactive = mostly below about 43%; note: 0% is about no effect
HCV inh = HCV inhibition; Huh7.5.1 HCVcc-Cre infection, luciferase reporter, 44 h; Potency, µM (doses to about 41.8 µM), for inactives: at the top dose activity change, negative = inhibition, usual class: inhibitors; actives 3.4% (n = 340,000); AID 651820; note: potency is the fitted concentration of half-maximal effect; % is set by controls: 0 for no effect and ±100 for the full control effect
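Infectious HCVcc-Cre (~0.5 moi) was added to cells just after compound, with cells seeded 4 h earlier at 1,000 per well. Luciferase activity after 44 h culture reported infection; substrate was incubated 15 min at room temperature before reading.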
An asterisk follows results filed as active; ? = inconclusive; nt = no result given; & = joins results of further samples; [ ] = another dose, or the depositor's remark. Unless noted, calls come from the whole dose curve; as a rule, active = well fitted curve in the direction sought with a large enough effect; inconclusive = small, poorly fitted or top-dose-only effect, or another doubt; inactive = no such curve, though single readings can be large; an effect the other way counts as inactive or inconclusive.

SMILES	Pf growth 48h	FBPA Giardia inh	CHX counter	Pf growth 96h	Shiga inhibitor	HCV inh
CC1(c2cccc(Br)c2)NC(=O)N(CC(=O)Nc2ccc3c(c2)OCO3)C1=O (stereo unspecified)	-19%	nt	nt	-20%	nt	-22%
Cc1nn(-c2ccccc2)c(C)c1NC(=O)COC(=O)c1cc(Cl)ccc1O	17%	nt	nt	13%	nt	0%
COc1ccc(CC(=O)NCC2CCCN(Cc3cc(OC)cc(OC)c3)C2)cc1 (stereo unspecified)	0%	-4%	-1	?	-26	-9%
CCOC(=O)C1CCCN(C(=O)c2ccccc2SCCOC)C1 (stereo unspecified)	-4%	7%	-1	-14%	26	4%
Cc1ccnc(NC(=O)CSc2cc(=O)n(C)c3ccccc23)c1	4%	-22%	-6	-100%	39	18%
CCCCc1ccc(NC(=S)N2CCN(C)CC2)cc1	-11%	1%	20*	?	25	-17%
Cn1ccnc1Sc1nc2ccccc2nc1NS(=O)(=O)c1ccccc1	?	0%	56*	?	103*	8%
CCC(O)C1CCN(C(=O)c2cc(COc3ccc(F)cc3F)on2)CC1 (stereo unspecified)	12%	nt	17	1%	17	7%
COc1ccc([N+](=O)[O-])cc1NC(=O)C(C)c1ccccc1 (stereo unspecified)	7%	0%	5	?	-1	?
CCN(CC)S(=O)(=O)c1ccc(C(=O)C(C#N)c2ccccn2)cc1 (stereo unspecified)	?	-9%	-1	21%	19	10µM*
Cn1c(=NC(=O)C2CC2)sc2cc(F)cc(F)c21	nt	2%	0	-3%	-2	1%
CCCCNc1nc2ccccc2n1CC(=O)Nc1ccc2c(c1)OCCO2	?	0%	1	?	-3	-13%

Overlap with the part before: 2 compounds, then new ones.
SMILES	Pf growth 48h	FBPA Giardia inh	CHX counter	Pf growth 96h	Shiga inhibitor	HCV inh
Cn1c(=NC(=O)C2CC2)sc2cc(F)cc(F)c21	nt	2%	0	-3%	-2	1%
CCCCNc1nc2ccccc2n1CC(=O)Nc1ccc2c(c1)OCCO2	?	0%	1	?	-3	-13%
Cc1cc(C)nc(N2CCC(C(=O)Nc3nnc(C)s3)CC2)n1	37%	2%	-2	-2%	-4	-7%
COc1ccc(C)cc1NC(=O)CCNC(=O)Cn1cnc2ccccc2c1=O	22%	13%	-1	-22%	0	?
CCN1C(=O)S/C(=C/c2cn(C)c3ccccc23)C1=O	21%	13%	27*	?	44*	-14%
Cc1occc1C(=O)N(C)CC1CCCN(CCc2ccccc2F)C1 (stereo unspecified)	?	nt	13	-25%	9	23%
COc1cccc(-n2ccnc2SCC(=O)N2CCCc3ccccc32)c1	-10%	-4%	-1	-24%	-9	-11%
Cc1ccc(C(=O)NN2C(=O)C3C4c5ccccc5C(c5ccccc54)[C@@H]3C2=O)cc1 (stereo partly specified)	13%	-8%	-2	1%	-14	-9%
Cn1c(CCN2CCCCC2)nc2cc(NC(=O)Nc3ccccc3)ccc21	?	-6%	-3	82%[activator]	-7	13%
COc1cc(/C=C2/NC(=O)N(c3cccc(Cl)c3)C2=O)ccc1O	7.4µM*	2%	30	?	23*	?
CC1CC(C)CN(C(=O)CSc2nc(N)cc(=O)[nH]2)C1 (stereo unspecified)	9%	2%	-2	63%[activator]	-2	17%
CCOC(=O)c1cc(CC)sc1NC(=O)CSc1nc2ccccc2c(=O)n1Cc1ccco1	22%	1%	45	45%[activator]	15	1%
COc1cc2c(=O)nc3n(c2cc1OC)C(c1ccccc1)N=C(N)N3 (stereo unspecified)	-27%	1%	-2	-17%	-3	-20%
Cc1cc(C)c(-n2c(SCc3nc4ccccc4s3)n[nH]c2=O)c(C)c1	?	-2%	4	1%	6	-10%
O=S(=O)(Nc1ccc(S(=O)(=O)N2CCCCC2)cc1)c1cccs1	15%	22%	-1	-8%	-11	2%
CCOC(=O)CSC1=C(C#N)C(c2ccc(C)cc2)C(C(=O)OC)C(=O)N1 (stereo unspecified)	nt	2%	-5	-16%	-11	-11%
COc1ccc(N2CCN(C(=O)Cc3ccc(Br)cc3)CC2)cc1	?	2%	-1	3%	-3	-25%
COC(=O)c1c(C(=O)OC)c(-c2ccc(Cl)cc2)n2c1CS(=O)(=O)C2	1.5µM*	3%	-3	?	-10	2%
Cn1c(C(=O)N2CCN(C3CCCCC3)CC2)cc2c(=O)n(C)c3ccccc3c21	nt	-2%	-5	85%[activator]	-9	nt
CCCCN(C)Cc1c(O)ccc2c(=O)c(-c3ccccc3OC)coc12	?	-2%	-3	-29%	-3	-6%
COc1ccc(N2CCN(c3ncnc4c3nnn4Cc3ccccc3Cl)CC2)cc1	3%	3%	4	5.2µM*	14	15%
C[C@]12O[C@H](C[C@@]1(O)C(=O)O)n1c3ccccc3c3c4c(c5c6ccccc6n2c5c31)CNC4=O	nt	-2%	-6	nt	-2	nt
CC1CC(C)CN(C(=O)Nc2ccc(Br)cc2)C1 (stereo unspecified)	27%	-29%	15	?	28	-4%
Cc1onc(-c2ccccc2)c1CNC(=O)Nc1ccc(C(F)(F)F)cc1	6.6µM*	-4%	11	4.1µM*	-2	?
CC(=O)N1c2ccc(S(=O)(=O)N3CCCC3)cc2CC1C(=O)NCc1ccc(OC(C)C)cc1 (stereo unspecified)	?	nt	-2	?	0	-2%
O=C(Cc1cc(=O)[nH]c(=O)[nH]1)N1CCN(C(=O)c2ccco2)CC1	27%	-2%	-6	43%[activator]	-1	5%

Reprinted at random: seven entries already listed
SMILES	Pf growth 48h	FBPA Giardia inh	CHX counter	Pf growth 96h	Shiga inhibitor	HCV inh
CCOC(=O)CSC1=C(C#N)C(c2ccc(C)cc2)C(C(=O)OC)C(=O)N1 (stereo unspecified)	nt	2%	-5	-16%	-11	-11%
Cn1c(C(=O)N2CCN(C3CCCCC3)CC2)cc2c(=O)n(C)c3ccccc3c21	nt	-2%	-5	85%[activator]	-9	nt
CC1CC(C)CN(C(=O)Nc2ccc(Br)cc2)C1 (stereo unspecified)	27%	-29%	15	?	28	-4%
C[C@]12O[C@H](C[C@@]1(O)C(=O)O)n1c3ccccc3c3c4c(c5c6ccccc6n2c5c31)CNC4=O	nt	-2%	-6	nt	-2	nt
O=S(=O)(Nc1ccc(S(=O)(=O)N2CCCCC2)cc1)c1cccs1	15%	22%	-1	-8%	-11	2%
COC(=O)c1c(C(=O)OC)c(-c2ccc(Cl)cc2)n2c1CS(=O)(=O)C2	1.5µM*	3%	-3	?	-10	2%
CCCCN(C)Cc1c(O)ccc2c(=O)c(-c3ccccc3OC)coc12	?	-2%	-3	-29%	-3	-6%

Single entries from above:
Result of `CCOC(=O)CSC1=C(C#N)C(c2ccc(C)cc2)C(C(=O)OC)C(=O)N1` (stereo unspecified) under CHX counter: -5
Result of `CCCCN(C)Cc1c(O)ccc2c(=O)c(-c3ccccc3OC)coc12` under Shiga inhibitor: -3
Result of `COc1ccc(N2CCN(c3ncnc4c3nnn4Cc3ccccc3Cl)CC2)cc1` under Pf growth 96h: 5.2µM*

Results in CHX counter, Pf growth 96h and Shiga inhibitor (7 entries from above):
Compound,CHX counter,Pf growth 96h,Shiga inhibitor
CCCCN(C)Cc1c(O)ccc2c(=O)c(-c3ccccc3OC)coc12,-3,-29%,-3
COc1ccc(N2CCN(c3ncnc4c3nnn4Cc3ccccc3Cl)CC2)cc1,4,5.2µM*,14
C[C@]12O[C@H](C[C@@]1(O)C(=O)O)n1c3ccccc3c3c4c(c5c6ccccc6n2c5c31)CNC4=O,-6,nt,-2
CC1CC(C)CN(C(=O)Nc2ccc(Br)cc2)C1 (stereo unspecified),15,?,28
Cc1onc(-c2ccccc2)c1CNC(=O)Nc1ccc(C(F)(F)F)cc1,11,4.1µM*,-2
CC(=O)N1c2ccc(S(=O)(=O)N3CCCC3)cc2CC1C(=O)NCc1ccc(OC(C)C)cc1 (stereo unspecified),-2,?,0
O=C(Cc1cc(=O)[nH]c(=O)[nH]1)N1CCN(C(=O)c2ccco2)CC1,-6,43%[activator],-1

Later entries
SMILES	Pf growth 48h	FBPA Giardia inh	CHX counter	Pf growth 96h	Shiga inhibitor	HCV inh
Cc1cc(C)cc(NC(=S)N2CCN(c3ccc(F)cc3)CC2)c1	13%	7%	-4	?	5	-5%
O=C(COc1ccccc1)Nc1nc2c(s1)CCCC2	120%[activator]	9%	39*	-28%	83*	-24%
CCOC(=O)c1cnc2c(C)c(Cl)ccc2c1NCCCN1CCOCC1	-29%	2%	-3	32%[activator]	nt	-22%
COc1ccc2c(c1)[N+](C)(C)C(C)(C)C=C2C	?	-5%	-4	?	23	4%
Cc1ccc(-c2nn(-c3ccccc3)cc2C(=O)Nc2ccc(C)c(S(=O)(=O)N3CCOCC3)c2)cc1	10µM*	-6%	9	?	11	-21%
O=C1NC(c2ccc(Br)cc2)=N/C1=C/c1ccco1	89%[activator]	?	41*	?	63*	0%
COc1ccc(-c2ccc(SCC(=O)N3CCN(c4ccccc4)CC3)nn2)cc1	-12%[1.15 µM]	1%	-11	32%[activator]	17	-13%
COc1ccccc1CNC(=O)CNCCc1ccc(OC)c(OC)c1	-11%	-16%	-3	1%	-3	5%
CCN(CC(=O)Nc1c(F)cccc1F)C(=O)COc1cccc2c1OC(C)(C)C2	-3%	nt	nt	?	nt	4%
O=C1CCC(CCC(=O)N2CCCC(C(=O)c3ccc(Cl)cc3)C2)=NN1 (stereo unspecified)	0%	2%	8	?	13	8%
COc1ccc(/C=C(\C#N)C(=O)OCC(=O)NCc2ccccc2OC)cc1	-25%	nt	nt	?	nt	8%[8.37 µM]
Cc1oc2c(C)c3oc(=O)c(CCC(=O)NCCCCCC(=O)O)c(C)c3cc2c1C	1%	-17%	-1	24%	-6	6%
Cc1cc(C)c(OCC(=O)Nc2nc3ccccc3[nH]2)c(C)c1	-10%	0%	11	-17%	13	6%
CCOc1cc(OCC)nc(S(C)(=O)=O)n1	?	7%	-3	?	-1	0%
CC(=O)Nc1cccc(NC(=O)CSc2nc(=O)n(Cc3ccncc3)c3c2CCC3)c1	?	nt	nt	?	nt	21%
CN(C)S(=O)(=O)c1cccc(NC(=O)COC(=O)c2cn(-c3ccccc3)nc2-c2ccccc2)c1	16%	0%	-8	0%	-13	?
COc1ccc(NC(=O)CNc2ccc(C#N)cc2)cc1	?	3%	6	3%	15	-12%
CC(C)NC(=O)NC(=O)COC(=O)c1ccc([N+](=O)[O-])cc1Cl	?	-3%	-1	46%[activator]	-12	-1%
COc1ccc(NC(=O)CN(c2ccc(C(C)C)cc2)S(=O)(=O)c2c(C)noc2C)cc1OC	1%	-3%	-2	-16%	-4	16%&21%
Clc1ccc(OCC#CCN2CCOCC2)cc1	40%[activator]	?	12	nt	53	-10%
Cc1cc(Cl)ccc1OCC(=O)Nc1nc(-c2cccnc2)cs1	?	11%	1	0%	12	10%
COC(=O)c1ccccc1NC(=O)C1CCCN(S(=O)(=O)c2ccccc2)C1 (stereo unspecified)	-17%	1%	-4	nt	-12	?
CCC(=O)NC(Nc1cc(C)ccn1)(C(F)(F)F)C(F)(F)F	nt	1%	8	?	6	1%
COc1cc2c(=O)n(Cc3ccccc3)c(=O)n(CC(=O)C(C)(C)C)c2cc1OC	9%	8%	-2	31%[activator]	11	2%
CSc1nnc(N(CCC#N)CCC#N)s1	-10%	-2%	-7	3%	-25	4%
CCOC(=O)c1c(NC(=O)COC(=O)c2cc(OC)c(OC)cc2[N+](=O)[O-])sc(C)c1CC	-21%	-6%	1	-1%	-6	-9%
COc1ccc(-c2[nH]n(-c3ccc([N+](=O)[O-])cc3)c(=O)c2C=NCc2ccccc2)cc1	-13%	7%	1	8%	-11	-15%
Cn1c(SCC(=O)c2ccccc2)nnc1-c1cnccn1	106%[activator]	20µM*	27*	8.3µM*	59	5%
